# Pol beta inh – DNA polymerase beta (human) inhibition. AID 485314. Potency, µM (series often up to 114 µM), inactives show at the top dose activity change, negative = inhibition, hits mostly inhibitors. P06746. Pol beta primer extension/strand displacement, fluorescence kinetic. actives 1.3% (n = 340,000); also: potency is read from the fitted curve at half-maximal effect; % is scaled to controls: 0 for no effect and ±100 for the full control effect
#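 Reaction started by 50 nM substrate onto compound-treated Pol beta (10 nM, 15 min preincubation, room temperature); plates read at 0 min and 10 min. Normalized concentration-effect data fitted by four-parameter Hill equation.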
# ALOX12 inh – ALOX12 (human) lipoxygenase inhibition | purified 12hLO, xylenol orange hydroperoxide absorbance | P18054 | actives 1.1% (n = 580,000) | AID 1671190 | Potency, µM (series often up to 108 µM), without a hit: at the top dose activity change, negative = inhibition, usual class: inhibitors; also: potency is read from the fitted curve at half-maximal effect; % is scaled to controls: 0 for no effect and ±100 for the full control effect
# Target sequence (P18054 whole entry, looked up): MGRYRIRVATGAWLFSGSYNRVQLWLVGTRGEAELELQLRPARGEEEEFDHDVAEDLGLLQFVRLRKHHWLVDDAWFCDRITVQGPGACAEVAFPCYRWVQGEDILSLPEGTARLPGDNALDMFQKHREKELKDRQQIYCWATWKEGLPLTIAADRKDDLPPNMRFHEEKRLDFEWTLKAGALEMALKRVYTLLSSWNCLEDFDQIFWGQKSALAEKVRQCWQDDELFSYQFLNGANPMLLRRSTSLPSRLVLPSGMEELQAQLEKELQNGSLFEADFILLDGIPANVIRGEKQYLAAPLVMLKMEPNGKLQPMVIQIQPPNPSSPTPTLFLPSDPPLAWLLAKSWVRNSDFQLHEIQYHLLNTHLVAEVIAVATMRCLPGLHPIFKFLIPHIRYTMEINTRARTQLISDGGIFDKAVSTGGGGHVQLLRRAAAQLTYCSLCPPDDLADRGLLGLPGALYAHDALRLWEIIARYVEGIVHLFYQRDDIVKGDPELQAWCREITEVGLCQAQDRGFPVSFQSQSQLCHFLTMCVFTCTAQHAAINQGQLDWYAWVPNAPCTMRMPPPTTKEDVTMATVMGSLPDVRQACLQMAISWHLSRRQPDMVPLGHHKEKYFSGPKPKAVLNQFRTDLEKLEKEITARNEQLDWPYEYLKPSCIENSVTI
#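 Purified human 12hLO (150 nM final) in 25 mM Hepes, 0.01% Triton X-100, pH 7.0 was preincubated 15 min at room temperature with compound. Then 40 uM arachidonic acid was added, 30 min. Hydroperoxide was read by Fe-XO absorbance ratio 573/405 nm.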
# Pol kappa inh – blocks human DNA polymerase kappa activity; purified Pol kappa, fluorescent DNA synthesis assay, 10 min; actives 0.53% (n = 400,000); AID 588579; Q9UBT6; Potency, µM (doses to about 107 µM), for the others: at the highest dose activity, negative = inhibition, hits mostly inhibitors; also: potency is read from the fitted curve at half-maximal effect; % is scaled to controls: 0 for no effect and ±100 for the full control effect
#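 Inhibition of 10 nM Pol kappa is measured by a fluorescent read-out at 0 and 10 min following addition of 50 nM substrate (final), with a 15-min room-temperature compound preincubation.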
# RGS4 inh – inhibitors of human regulator of G protein signaling 4. P49798. Transcreener GDP fluorescence polarization, RGS4-accelerated GTP hydrolysis. Potency, µM (highest dose often 114 µM), for the others: at the top dose activity change, negative = inhibition, most hits filed as inhibitors. actives 0.039% (n = 390,000). AID 504845; also: potency is read from the fitted curve at half-maximal effect; % is scaled to controls: 0 for no effect and ±100 for the full control effect; nearly all actives have a fitted effect of over 75% in size; some results filed as inactive show a strong effect at the top dose
# Target sequence (P49798 whole entry, looked up): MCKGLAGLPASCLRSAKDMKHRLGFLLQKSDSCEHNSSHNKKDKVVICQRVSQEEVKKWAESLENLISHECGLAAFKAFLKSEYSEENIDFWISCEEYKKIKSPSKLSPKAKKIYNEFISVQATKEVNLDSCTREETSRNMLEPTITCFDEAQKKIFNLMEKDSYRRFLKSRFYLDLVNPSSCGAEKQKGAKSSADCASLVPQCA
#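 MLSMR compounds (23 nl, pin-transferred) preincubated 10 min at room temperature with a 500nM (2x) first reagent, then RGS4 at 900nM (2x) plus Transcreener GDP mix added; fluorescence polarization (620/688 nm) read before and after 90 min at 30 °C.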
# LDHA block – LDHA (human) enzyme inhibition; purified LDHA, NADH/diaphorase-resazurin fluorescence; hits give low values; actives 0.15% (n = 480,000); activity change, % (values are at about 110 or 230 µM); P00338; in the data active = activity change below about -30%; inconclusive = mostly about -25% to -30%;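 also: plate controls were DMSO wells for no effect and wells without enzyme for full effect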
#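 Remaining NADH was detected by diaphorase (0.133 mg/mL) converting 37 µM resazurin to fluorescent resorufin, read at 0 and 20 minutes. The preceding 5-minute room-temperature reaction used 2 nM LDHA, 0.2 mM sodium pyruvate and 0.06 mM NADH at pH 7.4.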
# POLH inh – inhibitors of human DNA polymerase eta | recombinant Pol eta, fluorescent DNA replication assay | Potency, µM (doses to about 114 µM), for the others: at the top dose activity change, negative = inhibition, actives largely listed as inhibitors | actives 1.2% (n = 390,000); also: potency is read from the fitted curve at half-maximal effect; % is scaled to controls: 0 for no effect and ±100 for the full control effect
#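 Fluorescent replication assay: 50 nM final substrate added after a 15 min room-temperature compound preincubation with 10 nM enzyme. Signal taken at 0 min and again at 10 min.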
# Apoferritin bind – candidate novel general anesthetic via apoferritin binding; apoferritin/1-aminoanthracene competitive binding, fluorescence; actives 0.074% (n = 350,000); Potency, µM (highest dose often 77.5 µM), inactives show at the highest dose activity change, negative = displacement, hits mostly inhibitors; also: potency is read from the fitted curve at half-maximal effect; % is scaled to controls: 0 for no effect and ±100 for the full control effect; nearly all actives have a fitted effect of over 20% in size
# Target sequence (P02791 2-175 limits assumed): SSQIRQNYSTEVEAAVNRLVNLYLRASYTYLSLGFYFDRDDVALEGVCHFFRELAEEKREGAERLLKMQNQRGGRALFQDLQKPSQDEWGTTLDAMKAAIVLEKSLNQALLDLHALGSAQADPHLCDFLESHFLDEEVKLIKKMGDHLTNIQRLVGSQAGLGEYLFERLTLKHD
#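 10 uM apoferritin + 50% sat. 1-AMA, PBS; cpd 10 min RT; Ex380/Em535 endpoint; normalized to free probe vs complex; 4-param Hill fit; propofol titration as pos. ctrl.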
# APE1 inh – inhibitors of human APE1 endonuclease. Potency, µM (titrated, usually from 65.8 µM), inactives show at the top dose activity change, negative = inhibition, hits mostly inhibitors. actives 0.35% (n = 350,000). recombinant APE1, TAMRA/BHQ-2 abasic DNA cleavage fluorescence;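 also: potency is read from the fitted curve at half-maximal effect; plate controls were vehicle for no effect and reference inhibitor for full effect; nearly all actives have a fitted effect of over 55% in size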
#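 Kinetic fluorescence read (525 ex/598 em nm, three reads 60 s apart) of AP-site incision; signal = third minus first read. Enzyme 0.75 nM, dual-labelled THF duplex 50 nM, compound preincubation 15 min RT.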
# ERG Ets-DNA blk – inhibitors of human ERG Ets domain-DNA interaction; P11308; fluorescence polarization, His-ERG Ets domain / labelled DNA; Potency, µM (doses to about 76.9 µM), for the others: top-dose FP activity, negative = inhibition, most hits filed as inhibitors; actives 0.028% (n = 370,000); active = well fitted inhibition curve with a large enough effect in the polarisation, with a control signal flat; inconclusive = small, poorly fitted or top-dose-only effect, or effect the other way, or a change in a side signal; inactive = no such curve, though single readings can be large or run the other way; the % refers to the polarisation;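 also: polarization taken with two DNA probes labelled with fluorescein and Texas red; potency is read from the fitted curve at half-maximal effect; % of control where 0% means no effect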
#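 His-tagged ERG Ets domain (1 uM in the protein solution; 300mM KCl, 50mM Tris-HCl, 1mM EDTA, 1mM DTT, pH 7.5) received compound, then a probe mix of 5 nM fluorescein-DNA and 100nM Texas-615-DNA. Fluorescence polarization was read for both dyes.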
# Numbers without * were called inactive; ? = inconclusive; / = no result given; & = joins results of further samples; [ ] = another dose, or the depositor's remark. Unless noted, calls follow the shape of the dose curve; as a rule, active = well fitted curve in the direction sought with a large enough effect; inconclusive = small, poorly fitted or top-dose-only effect, or another doubt; inactive = no such curve, though single readings can be large; an effect the other way counts as inactive or inconclusive.
compound,Pol beta inh,ALOX12 inh,Pol kappa inh,RGS4 inh,LDHA block,POLH inh,Apoferritin bind,APE1 inh,ERG Ets-DNA blk
COC(=O)CN(c1ccc(OC)c(OC)c1)S(C)(=O)=O,18.0%,-7.7%,-15.8%,-3.6%[11.4 µM],1.7,-2.7%,-5.1%,-2.9%,-2.9%
Cc1cc(C)n(/C(=C\N(C)C)C(=O)c2cccc([N+](=O)[O-])c2)n1,51.5%,0.0%,-0.7%,-2.4%,-1.1,-10.2%,-6.9%,24.7%,-11.0%
COc1ccc2sc(/C=C/c3ccccc3O)[n+](C)c2c1,17.8µM*,39.8µM*,-26.6%,?,-1.3,50.1µM*,-20.2%,-5.7%,116.3%[activator]
Cc1ccc(OCCNc2ccc(S(=O)(=O)N3CCCC3)cn2)cc1,/,-21.6%,-17.1%,-6.6%,-3.8,-11.8%,/,-2.1%,0.6%
Cc1nn(-c2ncccn2)c2c1C(=O)CC(C)(C)C2Br (centres undefined),/,?,1.0%,-15.6%,11.3,-2.5%,/,/,-8.5%
CCCN1CCN(C(=O)CCS(=O)(=O)c2cc3c(cc2Cl)NC(=O)CO3)CC1,-1.8%,27.5%,-8.1%,3.5%,-7.0,-0.5%,-15.1%,11.8%,25.1%
N#C/C(=C\c1ccc(N2CCOCC2)o1)C(=O)Nc1ccc(O)cc1,-7.4%,-39.3%,-9.6%,-40.0%,3.7,-11.4%,-17.5%,1.7%,18.1%
O=C(NNc1c2ccccc2nc2ccccc12)c1ccccc1O,?,-14.6%,-8.5%,-1.1%,-3.7,-18.2%,2.8%,11.3%,-8.6%
COc1ccc(OCc2nnc(SCC(=O)N3CCCC3)o2)cc1,4.7%,-10.3%,-13.4%,8.3%,-2.6,-13.4%,0.9%,1.7%[12.4 µM],-1.7%
O=C(NC(=S)N1CCc2ccccc21)c1ccco1,3.5%,-3.6%,-10.0%,-14.3%,-1.8,0.0%,-16.0%,-0.5%,-0.1%
Cc1ccc(C)c(NS(=O)(=O)c2c(C)[nH]c(C)c2C(=O)N2CCCCC2)c1,-12.8%,-2.6%,9.0%,11.7%[11.4 µM],-1.5,-11.2%,-2.7%,52.6%,-5.0%
CCSc1nc2c(c(=O)[nH]c(=O)n2C)n1CC(O)COc1ccccc1C (centres undefined),-1.5%,?,-4.9%,?,-4.9&2.3,-16.5%,?,-4.7%,0.9%
COc1ccc(CNC(=O)C2CC(c3cc(C(F)(F)F)cc(C(F)(F)F)c3)=NO2)cc1 (centres undefined),-29.3%,-15.4%,4.7%,-6.1%,0.8,-28.5%,-20.3%,0.8%,2.1%
O=C(COC(=O)COc1ccc(Cl)cc1)NCCCc1ccccc1,/,?,-16.8%,-5.1%,-3.2,-4.9%,/,25.7%,?
COc1cc(Cl)c([C@@H]2C[C@H]3CN(c4ccccc4)C(=O)[C@]34CCCN24)cc1OC,29.2%,-5.8%,-4.9%,24.0%,-4.4,-7.9%,-6.8%,-2.0%,2.6%
Cc1[nH]nc(SCC(=O)NCc2ccc(F)cc2)c1[N+](=O)[O-],37.4%,5.4%,6.5%,2.5%,-1.5,-14.3%,-10.5%,11.2%,5.8%
CCOC(=O)c1c(C)[nH]c(C)c1S(=O)(=O)N(C)CC(=O)Nc1cc(Cl)ccc1OC,-19.0%,?,-4.5%,12.4%,-13.0,-9.7%,-2.2%,/,14.6%
O=C(N/N=C/c1cccc(C(F)(F)F)c1)c1ccccc1O,-9.3%,19.3%,-6.4%,14.1%,2.6,-13.3%,-12.6%,1.2%,-2.0%
Cc1cc(-c2ccc(C)c(S(=O)(=O)NCCC(C)N3CCCCCC3)c2)on1 (centres undefined),-1.3%,-3.8%,1.4%,-36.5%,-2.5,-7.4%,-0.3%,23.6%,-3.3%
CCOC(=O)c1ccc(NC(=O)CSc2nc3cc4ccccc4cc3[nH]2)cc1,1.9%,-22.5%,-0.3%,13.2%,-3.2,4.4%,-15.7%,/,0.2%
O=C(Cc1ccc(Cl)cc1)NC1CCCCCC1,?,6.4%,-2.4%,-24.6%,-0.2,-21.3%,-23.4%,-4.0%,5.3%
Nc1nc(-c2ccc(Cl)cc2)cn1N,34.4%,?,-2.3%,0.7%[11.4 µM],-0.1,-11.8%,-7.0%,-7.6%,-3.4%
O=C(N/N=C/c1ccc(OCc2ccccc2)cc1)c1cc[n+](Cc2ccccc2)cc1,-0.4%[57.1 µM],-26.3%,-11.1%,-20.0%,2.4,-16.6%,?,-0.3%,-0.6%
O=C(NCc1ccccc1)c1cc2ccc3cccnc3c2[nH]1,-0.6%,3.8%,-3.7%,-6.4%,-0.9,-9.8%,-13.8%,/,-13.3%
Cc1ccc2nc(NCc3ccccc3)c(C=O)c(=O)n2c1,-0.3%,-14.3%,-13.8%,-18.5%,-0.6,2.2%,7.8%,1.2%,-8.6%

# (cont.)
compound,Pol beta inh,ALOX12 inh,Pol kappa inh,RGS4 inh,LDHA block,POLH inh,Apoferritin bind,APE1 inh,ERG Ets-DNA blk
CCNC(=O)/C(C#N)=C/c1c(N2CCCCCC2)nc2ccccn2c1=O,31.8%,?,-7.3%,-42.5%,-5.7,-8.5%,5.0%,4.2%,-0.5%
CCc1ccc2c(c1)c(=O)c(S(=O)(=O)c1ccc(F)cc1)cn2CC(=O)Nc1ccc(C)cc1C,14.9%,-22.8%,-19.6%,6.6%,-4.4,-6.7%,53.9%[activator],/,4.3%
Cc1ccc(NC(=O)Cc2nnc(SCC(=O)c3ccc(Br)cc3)n2C)cc1Cl,1.5%,-2.7%,/,/,/,/,-6.1%,-4.2%,/
CCOC(=O)N1CCC(N2Cc3cccc(C(=O)NCc4ccc5c(c4)OCO5)c3C2=O)CC1,25.1µM*,-12.7%,-51.4%,-22.0%,1.3,?,-13.0%,?,8.1%
CCOC(=O)C1(Cc2ccc(OC)cc2)CCN(C(=O)CCc2cnccn2)CC1,11.1%,6.3%,-11.5%,-17.2%,-7.4,-17.4%,0.3%,14.4%,-20.0%
CCCCOC(=O)NC1CCc2cc(OC)c(OC)c(OC)c2-c2ccc(SC)c(=O)cc21 (centres undefined),/,-17.9%,-9.1%,0.8%,-12.2,-22.6%,/,/,7.7%
Clc1cccc(-n2ncc3c(N4CCCCC4)ncnc32)c1,-12.5%,9.7%,-0.9%[60.1 µM],-10.0%,2.1,-24.1%,-6.6%,/,2.0%
CC(C)(C)C(=O)C(CO)(Oc1ccc(Cl)cc1)n1cncn1 (centres undefined),-1.8%,307.7%[activator],1.4%,-37.9%,-3.1,-15.6%,-13.3%,-1.1%,-4.3%
CC(=O)c1ccc(N2CCN(c3ccc(C(N)=O)cc3[N+](=O)[O-])CC2)cc1,-8.5%,-0.6%,0.7%,3.3%,-19.3,-15.4%,-7.2%,20.2%,0.0%
CC(C)NC(=O)c1ccccc1S(=O)(=O)c1ccccc1C#N,5.2%,-31.3%,-13.2%,12.7%,-3.4,1.6%,-7.1%,-3.7%,-3.3%
Cc1ccc(NC(=O)Cn2cc3c(n2)CCC(C)C3)cc1 (centres undefined),-25.0%,37.4%[activator][57.4 µM],-2.5%,-1.2%,2.2,-3.5%,-6.3%,-4.4%,12.2%
CCOC(=O)c1ccc(NC(=O)COc2ccccc2OC)cc1,50.5%,44.3%[activator],-15.8%,-8.7%,-4.0,-9.1%,-21.7%,-2.0%,-5.3%
COc1cc(C2NC(=O)c3ccccc3O2)cc(OC)c1OC (centres undefined),33.9%,0.0%,-7.9%,-32.3%,-0.2,-12.3%,-5.2%,18.9%,6.4%
CC(=O)N=c1sc(S(N)(=O)=O)nn1C,-6.5%,1.0%,9.8%,-26.6%,-1.5,-10.4%,-7.9%,8.1%,8.2%
O=C(O)CCC(=O)Nc1ccccc1C(=O)NCc1ccccc1,24.7%,11.8%,-8.8%,-7.4%,-8.0,-18.4%,-8.5%,2.2%,-0.8%
CCOc1ccc2[nH]c(=O)c(CN(CC3COCCO3)C(=O)C3CC3)cc2c1 (centres undefined),-15.6%,-21.8%,0.0%,-26.9%,3.3,-19.2%,9.4%,-4.4%,1.4%
O=C(NCc1nc2ccccc2[nH]1)c1cccc(S(=O)(=O)N2CCCC2)c1,15.7%,0.0%,-5.5%,-1.0%,3.2,-18.0%,-14.3%,1.5%,3.7%
O=C(Nc1ccc2nc(-c3ccc4nc[nH]c4c3)[nH]c2c1)c1cccs1,4.47µM*,0.0%,35.5µM*,-130.5%[56.9 µM],-15.5,20µM*,-14.8%,?,?
CCn1ncc([N+](=O)[O-])c1C(=O)Nc1nc2cccc(C)c2s1,-1.2%,-2.0%,16.0%,-8.6%,-1.5,-11.3%,-11.9%,0.1%,9.7%
Cc1cccc(C)c1NC(=O)c1ccc(N2CCCC2=O)cc1,/,-13.2%,-3.2%,7.1%,-6.6,5.7%,/,-12.5%,5.4%

# Reformatted with two lines to a compound: 2 of the compounds above
# Values run as follows: Pol beta inh, ALOX12 inh, Pol kappa inh, RGS4 inh, LDHA block, POLH inh, Apoferritin bind, APE1 inh, ERG Ets-DNA blk
- Cc1ccc(NC(=O)Cn2cc3c(n2)CCC(C)C3)cc1 (centres undefined)
→ -25.0%, 37.4%[activator][57.4 µM], -2.5%, -1.2%, 2.2, -3.5%, -6.3%, -4.4%, 12.2%
- CC(=O)N=c1sc(S(N)(=O)=O)nn1C
→ -6.5%, 1.0%, 9.8%, -26.6%, -1.5, -10.4%, -7.9%, 8.1%, 8.2%

# Source: PubChem BioAssay (National Center for Advancing Translational Sciences (NCATS))

# Not all compounds are listed; the hit share may differ from the screen's.
